PriA SSB inh – K. pneumoniae PriA-SSBct interaction inhibition; AlphaScreen SSBct-PriA binding, biotinylated peptide; inhibition, % at 33 µM; 430,000 tested, 0.6% active; in the data active = inhibition mostly above about 37%, no sharp cut-off; inactive = mostly below about 20%;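 also: plate controls were negative control peptide for no effect and reference peptide for full effect; strong numbers were not always called active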
* = called active by the depositor; i = inactive; & = joins results of further samples. An excerpt, so the mix of outcomes need not match the whole.

no.	Molecule	PriA SSB inh
1	Cc1ccc(-c2nnc(SCC(=O)NN=Cc3ccc(C(=O)O)cc3)n2C2CCCCC2)cc1	-5
2	CCOc1ccc(C(=O)CSc2nccn(-c3cccc(F)c3)c2=O)cc1	-10
3	COc1ccc(S(=O)(=O)NCCN2CCN(c3ccc(Cl)cc3)CC2)c(C)c1	11
4	COc1ccc2nc(-c3ccc(OC)c(NC(=O)c4cccc(C(F)(F)F)c4)c3)cn2n1	-12
5	CC(C)(C)c1ccc(C(=O)Nc2cnc(N3CCOCC3)nc2)cc1	-19
6	Cc1cc(C)c(-c2nnc(NC(=O)c3ccccc3F)s2)c(C)c1	-4
7	CS(=O)(=O)NCCN1CCC(c2cccs2)CC1	-12
8	CCc1cccc(NC(=O)CSc2ncc(S(=O)(=O)c3cccc(C(F)(F)F)c3)c(=O)[nH]2)c1	-1
9	CCc1cc2c(NC(Cc3c[nH]c4ccccc34)C(=O)O)ncnc2s1 (stereo unspecified)	-3
10	CCOc1ccccc1NC(=O)CN1CCC(c2nn(C)c(=O)n2C2CC2)CC1	-9
11	Cc1c(Cl)cccc1S(=O)(=O)N1CC(S(=O)(=O)C2CCCCC2)C1	-15
12	O=C(Nc1cccc2nsnc12)C1CN(C(=O)c2ccc3c(c2)OCO3)C1	-7
13	Cc1nc2c(c(N3CCC(NC(=O)c4ccc[nH]4)CC3)n1)CCCC2	1
14	CC(C)CC(=O)NC(N)=Nc1nc2ccccc2o1	-11
15	CCN(CC)C(=O)c1ccc2c(=O)n(-c3cccc(OC)c3)c(SCc3c(F)cccc3Cl)nc2c1	-4

An excerpt of these results, field by field:
(2) CCOc1ccc(C(=O)CSc2nccn(-c3cccc(F)c3)c2=O)cc1
  PriA SSB inh: -10
(3) COc1ccc(S(=O)(=O)NCCN2CCN(c3ccc(Cl)cc3)CC2)c(C)c1
  PriA SSB inh: 11
(4) COc1ccc2nc(-c3ccc(OC)c(NC(=O)c4cccc(C(F)(F)F)c4)c3)cn2n1
  PriA SSB inh: -12
(5) CC(C)(C)c1ccc(C(=O)Nc2cnc(N3CCOCC3)nc2)cc1
  PriA SSB inh: -19

Looked up one by one from the list above:
no.	Molecule	PriA SSB inh
6	Cc1cc(C)c(-c2nnc(NC(=O)c3ccccc3F)s2)c(C)c1	-4
7	CS(=O)(=O)NCCN1CCC(c2cccs2)CC1	-12
1	Cc1ccc(-c2nnc(SCC(=O)NN=Cc3ccc(C(=O)O)cc3)n2C2CCCCC2)cc1	-5
14	CC(C)CC(=O)NC(N)=Nc1nc2ccccc2o1	-11

More results follow:
no.	Molecule	PriA SSB inh
16	O=C(CC1CCCCC1)NCCCn1nc(-c2ccc(F)cc2)ccc1=O	-1
17	O=C(CN1C(=O)COc2ccccc21)Nc1ccc(NC(=O)C2CC2)cc1	41
18	Cc1ccc(S(=O)(=O)N2CCN(CC(=O)N/N=C/c3ccncc3)CC2)cc1	i
19	Cn1c(C2CCCN(S(C)(=O)=O)C2)nn(CC(=O)N2CCCC2)c1=O (stereo unspecified)	-15&-4
20	O=C(NCC(c1ccco1)S(=O)(=O)c1cccs1)OCc1ccccc1 (stereo unspecified)	3
21	Cc1ccc(C)c(Cn2nc(C3CCN(S(C)(=O)=O)CC3)n(-c3cccs3)c2=O)c1	1
22	C=CCn1c(SCC(=O)NCC2CCCO2)nc2scc(-c3ccc(F)cc3)c2c1=O (stereo unspecified)	-2
23	O=C(CN1C(=O)c2ccccc2C1=O)Nc1nc(-c2ccc(Cl)c(Cl)c2)cs1	-2
24	Cc1c(NC(=O)c2ccc([N+](=O)[O-])cc2Cl)c(=O)n(-c2ccccc2)n1C	11
25	CC(C)S(=O)(=O)c1ccc(CC(=O)NCC2(O)CCCC2)cc1	-15
26	O=C(c1cccc(Br)c1)N1CCC(COCc2ccc(F)cc2)CC1	-21
27	O=C1c2cccc3cccc(c23)C(=O)N1CCc1ccc(S(=O)(=O)Nc2ccc(F)cc2)cc1	-3&9
28	Fc1ccc(NC(=S)NN=Cc2cccc(Br)c2)c(F)c1	1
29	CN(C)S(=O)(=O)N1CCC(Oc2cccnn2)CC1	-7
30	COc1cccc(S(=O)(=O)N2CCC(N3CCC(Oc4nccs4)CC3)CC2)c1	-3

An excerpt of these results, field by field:
18. Cc1ccc(S(=O)(=O)N2CCN(CC(=O)N/N=C/c3ccncc3)CC2)cc1
  PriA SSB inh = i

19. Cn1c(C2CCCN(S(C)(=O)=O)C2)nn(CC(=O)N2CCCC2)c1=O (stereo unspecified)
  PriA SSB inh = -15&-4

Continued.
no.	Molecule	PriA SSB inh
31	COc1ccc2nc(-c3cccc(NC(=O)C(c4ccccc4)c4ccccc4)c3)cn2n1	-1
32	O=C(CSc1ncnc2c1cnn2-c1ccc(Cl)cc1)Nc1cccc([N+](=O)[O-])c1	-4
33	CCc1cccc(NC(=O)COc2nc(CC)nc3ccccc23)c1	-16
34	O=C(Nc1cnccn1)c1cccc(S(=O)(=O)N2CCCC2)c1	8
35	COc1ccc(S(=O)(=O)N2CCN(c3ccc(-n4nc(C)cc4C)nn3)CC2)c(C)c1C	7
36	Cc1ccc(NC(=O)C(=O)NCCCN2CCCC2=O)cc1Cl	7
37	CCOC(=O)c1c(NC(=O)CC2Sc3ccccc3NC2=O)sc(C)c1C (stereo unspecified)	-1
38	CS(=O)(=O)c1ccc(Nc2nc(CC(=O)Nc3cccnc3)cs2)cc1	-4
39	COc1ccc(O)c(C=NN2CCOCC2)c1	0
40	C/C(C=NNC(=O)c1ccc(C)nc1)=C\c1ccccc1	-13
41	CCCS(=O)(=O)NCCOc1ccc2nnc(-c3ccccc3Cl)n2n1	-15&-5
42	COc1ccc(Cl)cc1NC(=O)C(=O)NCC1CCN(C(C)C)CC1	-7
43	Cn1ccc(C(=O)N2CCNC(=O)C2(C)C)n1	1
44	Cc1noc(C)c1CNC(=O)c1nnn(Cc2ccccc2)c1-n1cccc1	-9
45	O=C(NN=Cc1cccs1)c1ccc2ncccc2c1	-7
46	COC(=O)CS[C@H]1CCN(C(=O)c2cc3ccccc3o2)C1	4
47	O=C(Nc1ccc2c(c1)CCCN2S(=O)(=O)c1ccccc1)OCc1ccccc1	-12
48	CCOCCn1c(=NC(=O)c2cc(C)nn2CC)sc2cc(S(N)(=O)=O)ccc21	4
49	Cn1nc(CNC(=O)NCCCc2ccccc2)cc1-c1ccccn1	12
50	O=C(Cc1nc(-c2ccncc2)n[nH]1)NCCc1cccs1	-5
51	CC(=NNC(=O)c1cccnc1)c1ccc(C)c([N+](=O)[O-])c1	-18
52	CSc1ccccc1C(=O)NCC1CCN(Cc2ccco2)CC1	-9
53	CC(C)=CC(=O)Nc1ccc(Cl)cc1C(=O)c1ccccc1	-9
54	O=C(Cc1ccc(F)cc1)N1CCN(c2nc3c(Cl)cccc3s2)CC1	-8
55	CC(C)CN(C=Nc1sc2c(c1C#N)CCCCC2)CC(C)C	-8
56	O=C(CSc1n[nH]c(-c2ccccn2)n1)N1c2ccccc2Sc2ccccc21	58
57	COC(=O)c1ccc(C(=O)NCC[C@H](O)c2cc(C)oc2C)cc1	-2
58	CC(=NNC(=O)c1ccco1)c1cccc2ccccc12	10
59	O=C(CCCCC(=O)NN1C(=O)C2C3C=CC(C3)C2C1=O)NN1C(=O)C2C3C=CC(C3)C2C1=O (stereo unspecified)	-14&-3
60	CCOc1ccc(Cl)cc1S(=O)(=O)N1CCOCC1	-2
61	O=C(CSc1nc2scc(-c3ccc(Cl)cc3)c2c(=O)n1-c1ccccc1)c1ccc2c(c1)OCCO2	-7&-4
62	CC(C)=NNC(=O)/C=C\C(=O)O	-4
63	NC(=O)c1ccccc1OCC#CCNC(=O)c1cnn(-c2ccccc2)n1	15
64	O=C(N/N=C/c1coc2ccccc2c1=O)c1ccco1	i
65	O=C(COc1ccc(Cl)cc1)Nc1nc2c(cc3c4c(cccc42)CC3)s1	7
66	COc1ccccc1Oc1ccc(S(=O)(=O)N(CC(F)(F)F)c2ccccc2)cc1	-13&-2
67	Cc1ccc(OC2CCN(C(=O)C3CC(=O)N(c4ccc(F)cc4)C3)CC2)nn1 (stereo unspecified)	8
68	CCC(=O)OCCN1C(=O)c2cccc3c(N4CCOCC4)ccc(c23)C1=O	-6
69	Cc1nn2c(N(C)C)cc(C(C)(C)C)nc2c1-c1ccc(F)cc1	-10
70	O=C1CCc2cc(S(=O)(=O)N3CCN(c4ccccc4F)CC3)cc3c2N1CC3	-19
71	CC(=O)c1ccc(C(=O)Nc2nc3cc(C)c(C)cc3s2)cc1	-4
72	CC(C)=CCCC(C)(O[C@@H]1O[C@H](CO[C@@H]2OC[C@@H](O)[C@H](O)[C@H]2O)[C@@H](O)[C@H](O)[C@H]1O)C1CC[C@]2(C)C1[C@H](O)CC1[C@@]3(C)CC[C@H](O[C@@H]4O[C@H](CO)[C@@H](O)[C@H](O)[C@H]4O)C(C)(C)C3CC[C@]12C (stereo partly specified)	-4
73	COc1nn(C)cc1C(=O)NC1CCCC1	-13
74	CCn1c(CCNC(=O)c2ccccc2OC)nc2ccccc21	-9
75	CCN1CCOc2ccc(NC(=O)c3cccs3)cc2C1=O	-12
76	Cc1cccc(N2CCN(S(=O)(=O)CCN3C(=O)CCCC3=O)CC2)c1	-9
77	COc1ccc(S(=O)(=O)NCC[C@H](O)c2cccs2)cc1Cl	-8
78	O=C(CSc1cc(NCc2ccc(Cl)cc2)ncn1)N1CCN(c2ccccc2)CC1	-4
79	COCc1c(C(=O)NCc2ccccc2OC)nnn1-c1cc(C)cc(C)c1	-6
80	COc1ccc(Cl)cc1NC(=O)NCC1CCN(Cc2cc(C)oc2C)CC1	-23
81	CC(CCc1ccccc1)=NNC(=O)C1C2CCCCC21 (stereo unspecified)	-1
82	COC(=O)NCC(OC)c1ccc(Cl)s1 (stereo unspecified)	-12
83	COCCN(Cc1ccsc1)C(=O)c1cn(C)nn1	-6
84	Cc1cccc(C=Nc2sc3c(c2C#N)CCN(Cc2ccccc2)C3)c1O	7
85	COc1ccc(C=NNC(=O)c2ccc(COc3ccccc3Cl)o2)c(OC)c1C	-3
86	CCCCCCCC(C)=NNC(=O)CC(=O)NCCc1ccccc1	-18
87	CSc1ccc([C@@H](O)CNC(=O)C2c3ccccc3Oc3ccccc32)cc1	7
88	Nc1cnc2ncc(N)cc2c1	-18
89	CCn1nccc1C(=O)N=c1sc2cc(F)ccc2n1CCOC	-12
90	Cc1nc(-c2ccccc2)sc1CNC(=O)CCSc1ccccc1	-5

The closing 4 compounds of the part before lead into the next.
no.	Molecule	PriA SSB inh
87	CSc1ccc([C@@H](O)CNC(=O)C2c3ccccc3Oc3ccccc32)cc1	7
88	Nc1cnc2ncc(N)cc2c1	-18
89	CCn1nccc1C(=O)N=c1sc2cc(F)ccc2n1CCOC	-12
90	Cc1nc(-c2ccccc2)sc1CNC(=O)CCSc1ccccc1	-5
91	CCNc1nc(NCC)n2c(SCC(=O)Nc3cc(C(F)(F)F)ccc3Cl)nnc2n1	-15
92	Cc1nnc(SCC(=O)N2CCCCCC2)c2c1cnn2-c1ccccc1	0
93	CC(O)(CNC(=O)Cc1c(F)cccc1Cl)C1CC1 (stereo unspecified)	-5
94	NC(=NOC(=O)CCCC(=O)O)c1ncc(C(F)(F)F)cc1Cl	-15
95	CC(C)(CCl)C(=O)N1CCN(c2ccc(-c3cccnc3)nn2)CC1	-18
96	CC1(C)CC(=O)CC(=O)C1=NNc1c(Cl)cc(Cl)cc1Cl	9
97	O=C(c1ccc(C(F)(F)F)nc1)N1CCC(c2ccc3c(c2)OCO3)C1 (stereo unspecified)	2
98	O=C(c1ccc2c(c1)OCO2)N1CCN(c2cnnc(N3CCOCC3)c2)CC1	-13
99	Cc1ccc2cccc(Oc3nc(C)nc4sc5c(c34)CCCC5)c2n1	-6
100	O=C(Nc1cnc2cc(C(F)(F)F)nn2c1)c1ccc(Cl)s1	3
101	CSc1nncn1N=Cc1cc(Cl)ccc1F	-17
102	CC(=O)Nc1ccc(S(=O)(=O)Oc2ccc(C(C)=O)cc2)cc1	-11
103	O=C(CCS(=O)(=O)c1ccc(F)cc1)Nc1cccc(-c2nc3ccccc3o2)c1	-11
104	CC(=O)Nc1nc(CC(=O)Nc2ccc(C)c(C)c2)cs1	-7
105	CS(=O)(=O)c1ccccc1NC(=O)/C=C/c1ccc2c(c1)OCO2	-4

Screens deposited in PubChem by Small Molecule Screening Facility, UW Madison.
